CCHF vOTU inh: blocks the CCHF virus ovarian tumor domain protease. CCHFV vOTU protease, Pep-AMC fluorescence. inhibition, % at 11.5 µM. 0.55% of 370,000 active. AID 651958; in the data active = inhibition above about 30%; also: 0% = vehicle wells with enzyme and 100% = no enzyme wells
BoNT F protease: blocks Botulinum neurotoxin F light chain protease | 0.22% of 360,000 active | inhibition, % at 10 µM | Multiplex microsphere protease cleavage assay, flow cytometry | AID 588497; in the data active = inhibition above about 35%, passing the limit was not always enough; inconclusive = no clear call, values can overlap the other calls; also: plate controls were buffer without enzyme for full effect and enzyme alone for no effect
BoNT-A LC inh2: BoNT A light chain protease inhibition; multiplex microsphere protease substrate cleavage, flow cytometry; inhibition, % at 10 µM; 0.17% of 360,000 active; also: plate controls were buffer without enzyme for full effect and enzyme alone for no effect
TcdB inh: inhibitors of Clostridioides difficile toxin B glycohydrolase; inhibition, % at 9.99 µM; 0.24% of 350,000 active; TcdB glycohydrolase enzymatic assay, plate reader; P18177; in the data active = inhibition above about 10%
FadD28 FP inh: inhibitors of Mycobacterium tuberculosis FadD28 bisubstrate binding; FadD28 bisubstrate probe binding, fluorescence polarization; inhibition, % at 12.5 µM; 0.22% of 360,000 active; in the data active = inhibition above about 8.5%, passing the limit was not always enough; inconclusive = no clear call, values can overlap the other calls
Anthrax LF inh2: anthrax lethal factor protease inhibition; inhibition, % at 10 µM; multiplex microsphere protease cleavage assay, LF; P15917; 0.12% of 360,000 active; also: plate controls were buffer without enzyme for full effect and enzyme alone for no effect
PfHsp40 rescue: compounds rescuing yeast from Plasmodium falciparum HSP40 toxicity; growth rescue, % at 12.5 µM; 0.68% of 340,000 active; S. cerevisiae expressing PfHsp40, growth rescue, ATP luminescence; in the data active = growth rescue above about 28%, passing the limit was not always enough; inconclusive = no clear call, values can overlap the other calls;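 also: yeast W303a lacking pdr1 and pdr3 grown in galactose medium; growth measured after three days at 30 °C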
PrPC surface inh: cell surface PrPC inhibition, primary TR-FRET screen; P04156; TR-FRET read-out; inhibition, % at 13.8 µM; 0.43% of 370,000 active; AID 720596; in the data active = inhibition above about 24%; also: 0% = median of the test wells and 100% = reference compound wells
Y pestis TopoI: Y. pestis Topo-I inhibition via cleavage products; Y. pestis Topo-I cleavage product accumulation, plate reader; activity, % at 10 µM; 0.064% of 360,000 active; in the data active = activity above about 50%, passing the limit was not always enough; inconclusive = no clear call, values can overlap the other calls; also: inactives centre near 2
Starred values were filed as active, the others as inactive; ? = inconclusive; . = not tested or not shown. Rule as the data show it, unless noted: active = inhibition above about 30%; inconclusive = no clear call, values can overlap the other calls; inactive = below that.

Preview (2 entries):
SMILES	CCHF vOTU inh	BoNT F protease	BoNT-A LC inh2	TcdB inh	FadD28 FP inh	Anthrax LF inh2	PfHsp40 rescue	PrPC surface inh	Y pestis TopoI
COc1cccc(N=Nc2ccc3cccnc3c2O)c1	13.4	-78.3	0.9	-0.4	-0.5	-24.3	-1.3	-3.8	-15.1
CSCCC(=O)N(C)CC1CCCN(CCc2cccc(C(F)(F)F)c2)C1 (stereo not given)	9.4	5.2	-1.5	-0.6	-3.9	1.1	0.0	-6.2	6.0

Results, from the first entry:
SMILES	CCHF vOTU inh	BoNT F protease	BoNT-A LC inh2	TcdB inh	FadD28 FP inh	Anthrax LF inh2	PfHsp40 rescue	PrPC surface inh	Y pestis TopoI
COc1cccc(N=Nc2ccc3cccnc3c2O)c1	13.4	-78.3	0.9	-0.4	-0.5	-24.3	-1.3	-3.8	-15.1
CSCCC(=O)N(C)CC1CCCN(CCc2cccc(C(F)(F)F)c2)C1 (stereo not given)	9.4	5.2	-1.5	-0.6	-3.9	1.1	0.0	-6.2	6.0
CC(C)(C)c1ccccc1NC(=O)CN1C(=O)NC2(CCCCCC2)C1=O	1.1	-7.4	-0.4	1.0	-2.4	-3.7	-0.9	-4.4	-9.7
Cn1cccc1Cc1nnc(SCC(=O)Nc2cccc(F)c2)n1CCc1ccccc1	-0.2	-10.6	-0.7	1.2	-4.4	-7.2	-0.5	1.9	29.3
O=C(CN1C(=O)C(=O)N(Cc2ccccc2)C1=O)Nc1ccc(OC(F)F)cc1	10.8	.	.	0.0	0.1	.	-1.2	-4.4	4.9
O=C(Nc1ccc2c(c1)OCO2)N1CCCc2ccccc21	-7.5	-4.7	0.3	0.7	-2.6	-4.4	1.1	-0.6	7.7
Cc1cc(N2CCCC2)ccc1NC(=O)COc1ccccc1	-4.5	-68.5	-21.8	-2.4	-5.4	-12.0	5.3	-5.6	10.3
C=CCNc1nc(C(=O)OC(C)C(=O)c2ccc(C)cc2)cs1 (stereo not given)	0.4	.	.	0.9	1.3	.	-1.3	-2.7	8.2
Cc1ccccc1C(=O)c1cccn1CC(=O)NCc1cccc(Cl)c1	8.3	-6.9	0.4	-1.1	-2.1	1.8	-0.4	4.3	38.0
COCCOC(=O)c1c(NC(=O)CSc2cccc[n+]2[O-])sc(C(N)=O)c1C	5.8	-5.8	-1.0	2.4	-1.9	0.3	-1.3	-0.2	5.4
COc1cccc(/C=N/Nc2ncc(C(F)(F)F)cc2Cl)c1O	19.5	2.6	0.5	.	-1.3	0.3	233.3*	1.9	12.7
CCCCN(C(=O)c1cccc(S(=O)(=O)N2CCN(C)CC2)c1)c1c(N)n(CCC)c(=O)[nH]c1=O	-13.8	.	.	0.6	-1.3	.	-1.4	-8.0	2.4
O=C(Oc1coc(CSc2nnc(NC(=O)c3cccs3)s2)cc1=O)c1ccccc1	-3.4	-0.4	0.9	0.1	-0.2	0.3	-0.8	5.1	3.8
COc1ccc(S(=O)(=O)N2CCN3CCCC3C2)cc1 (stereo not given)	-12.8	-2.2	-2.4	1.6	-1.2	7.7	0.2	-9.4	-0.5
CCN(CC)S(=O)(=O)c1ccc(C(=O)Nc2cc(C)on2)cc1	4.4	-1.2	-1.1	-0.2	-1.9	2.2	-1.2	6.9	7.0
COc1cc(C(=O)O)ccc1OCC(=O)N1CCOCC1	9.9	-4.5	-0.6	-0.3	0.1	-2.6	-0.9	-4.1	2.9
COc1ccc(OC)c(NC(=O)Cc2csc(NC(=O)Nc3ccccc3OC)n2)c1	-0.7	9.1	4.3	0.4	-5.6	-0.8	-1.2	4.2	4.0
CCSc1ccc(-c2cc(NC=O)c3ncc(-c4cccc(C(=O)N(C)C)c4)n3c2)cc1	-6.7	-0.5	0.6	-1.2	-8.8	-9.0	.	-4.9	7.0
CCOc1ccccc1OCC(=O)NNC(=O)Cn1cnc2c1c(=O)n(C)c(=O)n2C	-14.6	-0.5	-0.8	0.8	-1.7	3.1	-0.6	4.4	0.2
CS(=O)(=O)N(CC(=O)N/N=C/c1cc2c(cc1Br)OCO2)c1ccccc1Br	7.1	-3.4	0.1	.	-0.8	-6.5	4.4	-6.9	36.1
CN1CCN(C(=O)c2cn(-c3ccccc3)nc2-c2cccnc2)CC1	1.8	-8.8	-0.2	.	-1.8	-3.6	-0.8	-4.6	2.3
O=C(O)CCC(=O)Nc1ccc(OCC(=O)O)cc1	-9.7	3.1	?	.	-1.8	?	0.7	2.8	0.2
Cc1ccc(C(CNC(=O)Nc2ccccc2)N2CCN(C)CC2)cc1 (stereo not given)	-3.7	1.4	-1.5	0.4	-2.6	-1.5	-1.8	-6.3	-17.4
COc1nc(-c2ccncc2)nc2ccccc12	5.4	-11.4	0.5	.	-4.4	2.8	5.4	-5.5	0.8
Cc1ccnc(SCCn2c(N3CCC(C)CC3)nc3c2c(=O)n(C)c(=O)n3C)n1	-10.8	9.2	0.2	.	0.2	-3.7	0.0	3.5	7.8
The listing continues.
SMILES	CCHF vOTU inh	BoNT F protease	BoNT-A LC inh2	TcdB inh	FadD28 FP inh	Anthrax LF inh2	PfHsp40 rescue	PrPC surface inh	Y pestis TopoI
COc1ccc(Cc2n[nH]c(=O)c3ccccc23)cc1OC	3.9	14.2	-0.6	.	1.1	-2.2	-1.5	3.4	-9.4
Cc1cccnc1NC1=NCC(C)S1 (stereo not given)	3.9	15.1	0.9	.	-0.9	2.5	-1.8	-1.7	1.0
Cc1cccc(C=Nc2ccccc2C(N)=O)c1	-81.8	-5.4	-4.2	-6.0	0.3	-5.5	-0.1	14.4	-1.3
COCC1CCN(C(=O)C2CCC(=O)N(C3CCCCCC3)C2)CC1 (stereo not given)	3.0	1.2	2.6	2.1	-0.5	-5.0	-0.4	7.8	5.2
COc1ccc(/C=C/C(=O)OCC(=O)NCc2ccccc2)cc1OC	1.8	-10.4	0.7	1.7	-0.3	1.6	-0.6	-0.8	4.4
CC(c1ccccc1)N1CNc2c(c(=O)n(C)c(=O)n2C)C1 (stereo not given)	10.2	-4.7	-0.3	1.1	-1.1	-0.9	-0.8	-1.6	-0.9
Cc1ccc(NC(=O)Cc2n[nH]c(=S)n2C)cc1	-4.8	2.0	-0.5	1.2	-3.7	-3.5	0.0	2.1	0.9
COCc1c(C(=O)NC(C)c2ccc(S(N)(=O)=O)cc2)oc2ccccc12 (stereo not given)	-7.6	-14.7	-2.2	-2.3	-4.6	-7.1	-0.5	8.1	12.7
CN(Cc1ccccc1)S(=O)(=O)c1ccc2[nH]c(=O)ccc2c1	-3.8	-6.0	-1.3	2.6	-1.0	-0.2	1.7	9.6	-0.1
CCCS/C(N)=N/N=C/c1cc(C)ccc1O	10.1	-7.5	-0.6	.	-0.3	0.9	2.2	2.0	-8.1
C=CCc1ccccc1OCC(O)CN1CCN(c2ccccc2F)CC1 (stereo not given)	12.8	-16.8	-0.6	.	-1.9	-3.7	-0.2	-3.0	0.7
Cc1c(C(=O)N/N=C/c2ccc(-c3ccccc3[N+](=O)[O-])o2)sc(N)c1C#N	42.5*	-5.0	0.8	.	0.6	-6.2	0.1	0.3	-10.2
Cc1c(Cl)cccc1NC(=O)Nc1ccc(C(N)=O)cc1	5.6	1.5	0.3	0.5	-2.6	-1.4	1.9	6.7	-9.4
O=C(CSc1nc2ccccc2c(=O)[nH]1)Nc1cccc([N+](=O)[O-])c1	-4.8	-14.8	0.6	-0.2	-4.6	0.6	0.0	-1.7	-3.4
COc1ccccc1-c1sc2ccccc2c1-c1ccc(Br)nc1	2.7	1.0	-0.3	0.7	-2.7	-10.6	0.1	2.1	5.7
O=c1[nH]c2ccccc2nc1-c1ccccc1	-47.4	-2.4	-0.3	2.6	-3.5	-1.1	0.6	-14.9	2.3
CCOC(=O)C1(Cc2ccccc2C(F)(F)F)CCN(C(C)COC)CC1 (stereo not given)	16.3	-0.3	0.6	-1.0	-2.1	-3.1	-0.4	7.1	-5.0
CS(=O)(=O)N(CC(=O)NCc1ccccc1Cl)c1cccc([N+](=O)[O-])c1	6.2	-2.5	-1.8	-1.5	-1.0	-1.3	-0.1	-15.1	10.8
CCC(C)[C@H](NC(=O)C1CC(=O)N(c2ccc3c(c2)OCO3)C1)C(=O)NC1CCCCC1 (stereo not given in full)	1.4	1.3	2.5	-0.1	1.1	2.4	0.4	2.9	-3.7
CN(Cc1ccccc1)C(=O)COc1cc(Cl)ccc1Cl	.	-1.6	1.1	.	-5.5	-11.0	0.3	.	27.0
COC(=O)[C@]12CCCCC=C1N(Cc1ccc(Cl)cc1Cl)C(=O)[C@H](CC(=O)NCc1ccccc1)C2	-2.6	-3.7	-0.3	0.6	.	-7.7	.	-3.0	.
Cc1cc(C)cc(C(O)c2ncc(-c3ccccc3C(F)(F)F)[nH]2)c1 (stereo not given)	4.4	2.2	-0.4	0.3	-1.8	-9.3	.	7.3	7.4
C/C(=N\N=C(/C)c1cccc(N)c1)c1cccc(N)c1	-7.9	.	.	-1.5	-1.5	.	.	10.7	-9.8
Brc1cccc(C2CC(c3ccccc3)n3nnnc3N2)c1 (stereo not given)	10.7	1.9	-0.7	.	-4.6	-3.7	1.3	11.3	17.0
CCN(CC)C(=O)C1=C(C)N(CCCOC)C(=O)C(CC(=O)NCCc2ccccn2)C1 (stereo not given)	6.7	-3.1	-0.1	-0.2	-2.2	-2.8	.	-1.7	1.4
Next structures follow.
SMILES	CCHF vOTU inh	BoNT F protease	BoNT-A LC inh2	TcdB inh	FadD28 FP inh	Anthrax LF inh2	PfHsp40 rescue	PrPC surface inh	Y pestis TopoI
C=CCNC(=O)c1ccc(-c2nc(-c3ccc(Cl)cc3Cl)cs2)cc1	-0.3	-1.1	0.2	.	-3.5	-9.3	0.1	-5.0	2.2
COc1ccc(C(=O)C2CCCN(C(=O)Cn3nc(C)cc3C)C2)cc1F (stereo not given)	7.7	-5.9	0.9	0.8	-0.3	-4.8	0.1	-5.5	-3.4
CCOC(=O)C1(C)CCN1C(=O)c1ccc(-c2ccccc2)cc1 (stereo not given)	-2.2	-2.8	-0.4	1.1	-2.4	-8.7	.	-5.3	18.2
CCN1C(=O)/C(=C\c2nc3ccccc3c(=O)n2-c2ccccc2)c2ccccc21	0.9	-19.2	-1.9	-0.5	-4.3	-3.4	-1.1	-4.5	11.1
O=[N+]([O-])c1ccc(S(=O)(=O)N2CCN(C3CCN(Cc4ccccc4)CC3)CC2)cc1	16.8	1.1	-0.7	-0.4	-2.7	1.1	1.4	-41.0	7.4
CCn1c(CSc2nc3ccccc3s2)nnc1SCC(N)=O	-13.5	-2.8	-1.8	.	-2.9	-0.3	0.1	-4.5	3.2
O=c1[nH]c(=O)n(Cc2ccccc2)c(O)c1C=NCCN1CCNCC1	10.5	-9.8	0.3	.	-4.9	1.0	-1.7	-5.9	14.3
COc1ccc(NS(=O)(=O)c2cccc(NC(=O)c3cnccn3)c2)cc1Br	2.7	-6.8	-2.0	0.5	-8.2	-6.9	2.2	3.5	5.5
CC(C(=O)O)N(C(=O)c1ccccc1)c1ccc(F)c(Cl)c1 (stereo not given)	-3.9	0.4	-0.6	4.7	0.5	3.0	-0.8	-3.9	0.5
O=C(Nc1ccnn1C1CCN(Cc2cccnc2)CC1)c1ccccc1Cl	-5.4	6.1	0.1	1.5	-3.6	6.8	-0.8	-2.4	3.2
COc1ccc(NC(C)=O)cc1C#N	-9.5	-0.6	-0.4	0.4	-4.3	0.6	-1.0	-1.0	-6.2
CCCCCNC(=O)c1c[nH]c2ccc(S(=O)(=O)N3CCC4(CC3)OCCO4)cc2c1=O	-9.3	-4.3	0.4	0.6	-0.3	2.3	-0.7	-0.9	-0.6
CC(=O)N1CCCN(Cc2nc(C3(c4ccc(C)cc4)CCCC3)no2)CC1	-15.5	-9.0	0.6	-0.3	-2.3	5.5	-2.7	3.5	-4.0
CC(C)c1onc(C(=O)N2CCN(C(c3ccccc3)c3ccccc3)CC2)c1[N+](=O)[O-]	-1.6	-5.9	3.5	2.0	-2.4	4.0	1.7	1.5	3.6

Taken from above:
CCn1c(CSc2nc3ccccc3s2)nnc1SCC(N)=O | FadD28 FP inh = -2.9
O=C(Nc1ccnn1C1CCN(Cc2cccnc2)CC1)c1ccccc1Cl | BoNT-A LC inh2 = 0.1
COc1ccc(NS(=O)(=O)c2cccc(NC(=O)c3cnccn3)c2)cc1Br | CCHF vOTU inh = 2.7
COc1ccc(NC(C)=O)cc1C#N | PrPC surface inh = -1.0

No enrichment for hits. Share with any hit: about 2.3%.
